Screens: PubChem, National Center for Advancing Translational Sciences (NCATS)
GAA glycogen mod: qHTS Assay for Inhibitors and Activators of Human alpha-Glucosidase Cleavage of Glycogen. Lysosomal alpha-glucosidase (Homo sapiens), P10253. recombinant GAA, glycogen substrate, Amplex Red glucose oxidase fluorescence. Potency, µM (highest dose often 76.4 µM), without a hit: top-dose activity change, negative = inhibition, actives largely listed as inhibitors. hit rate 0.38% among 300,000;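 also: 0% = full enzyme reaction and -100% = no-enzyme basal signal; the screen sought inhibitors and activators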
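Recombinant enzyme (4 nM final) with compounds titrated up to 77 uM and bovine liver glycogen (30 ug) in citrate pH 5.0, 0.01% Tween-20, 37 C 40 min. Released glucose detected by Amplex Red/glucose oxidase (Ex 573/Em 610); AC50 from Hill fits.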
GAA inhib: qHTS Assay for Inhibitors of Human alpha-Glucosidase as a Potential Chaperone Treatment of Pompe Disease. Lysosomal alpha-glucosidase (Homo sapiens), P10253. purified human GAA, 4-MU-alpha-glucoside fluorescence. Potency, µM (doses to about 76.9 µM), inactives show at the highest dose activity change, negative = inhibition, hits mostly inhibitors. hit rate 0.005% among 200,000;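 also: plate controls were uninhibited enzyme wells for no effect and no-enzyme background for full effect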
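Fluorescence at Ex 365/Em 440 nm from 4-methylumbelliferone reported enzyme activity after 20 min at room temperature. Reactions used 4 nM enzyme and 400 uM substrate at pH 5.0; curves fitted with the Hill equation.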
GLA spleen mod: qHTS Assay for Inhibitors and Activators of Human alpha-Galactosidase From Spleen Homogenate; human spleen homogenate, 4MU-alpha-Gal fluorescence, 40 min; Alpha-galactosidase A (Homo sapiens), P06280; hit rate 0.008% among 240,000; Potency, µM (series often up to 80 µM), for the others: top-dose activity change, negative = inhibition, hits mostly inhibitors;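 also: 0% = enzyme with vehicle and -100% = no enzyme basal signal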
Target sequence (P06280 32-429 limits assumed): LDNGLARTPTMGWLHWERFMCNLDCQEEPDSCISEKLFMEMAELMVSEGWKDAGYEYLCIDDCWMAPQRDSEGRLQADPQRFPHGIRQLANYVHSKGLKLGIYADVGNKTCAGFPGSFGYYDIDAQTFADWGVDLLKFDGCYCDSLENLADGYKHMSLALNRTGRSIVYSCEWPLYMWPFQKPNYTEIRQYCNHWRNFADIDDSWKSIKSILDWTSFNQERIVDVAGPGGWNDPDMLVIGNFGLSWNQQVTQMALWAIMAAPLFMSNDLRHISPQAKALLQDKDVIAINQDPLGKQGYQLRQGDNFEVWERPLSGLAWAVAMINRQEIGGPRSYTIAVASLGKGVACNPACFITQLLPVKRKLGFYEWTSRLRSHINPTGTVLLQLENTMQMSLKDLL
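Inhibition or activation of alpha-galactosidase in human spleen homogenate is scored by 4-MU fluorescence after 40 min at 37C, pH 5.0, with 1 mM substrate. AC50s come from concentration-response fitted to the Hill equation.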
Tau fluor cs: Counterscreen qHTS for Inhibitors of Tau Fibril Formation, Fluorescence Polarization | Potency, µM (titrated, usually from 57.7 µM), inactives show at the highest dose activity change, negative = decrease | tau K18 P301L Alexa594 fluorescence, heparin fibrillization | hit rate 0.93% among 280,000; also: % is scaled to controls: 0 for no effect and ±100 for the full control effect; nearly all actives have a fitted effect of over 55% in size
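Human K18 P301L tau (15 uM unlabeled plus 0.24 uM Alexa 594-labeled, final) in 100 mM sodium acetate pH 7 was mixed with compound and 20 uM heparin and incubated 6 hr at 37 C.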
Tau ThT inhib: qHTS for Inhibitors of Tau Fibril Formation, Thioflavin T Binding; Microtubule-associated protein tau (Homo sapiens), P10636; recombinant tau K18 P301L (four-repeat tau fragment), heparin-induced fibrillization, ThT fluorescence; hit rate 2.1% among 270,000; Potency, µM (top dose mostly 57.4 µM), inactives show at the highest dose activity, negative = inhibition, hits mostly inhibitors; also: % is scaled to controls: 0 for no effect and ±100 for the full control effect; nearly all actives have a fitted effect of over 55% in size
Target sequence (P10636 561-689 P618L limits assumed): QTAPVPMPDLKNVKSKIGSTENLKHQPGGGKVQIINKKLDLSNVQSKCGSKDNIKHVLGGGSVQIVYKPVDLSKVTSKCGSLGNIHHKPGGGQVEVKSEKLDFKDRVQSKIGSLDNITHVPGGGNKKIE
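Tau K18 P301L fragment (15 uM unlabeled plus 0.24 uM Alexa 594-labeled) in 100 mM sodium acetate pH 7 with compound, fibrillization induced by 20 uM heparin for 6 hr at 37 C. Thioflavin T (30 uM) added, fluorescence read after 1 hr (ex 450, em 510 nm).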
HTT cytoprotect: qHTS Multiplex Assay to Identify Dual Action Probes in a Cell Model of Huntington: Cytoprotection (ATP). PC12 HTT-Q103 induced, cytoprotection, ATP luminescence, 40 h. Potency, µM (doses to about 56.4 µM), for inactives: cytoprotection (ATP increase), hits mostly activators. hit rate 0.14% among 230,000;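 also: % of control where 0% means no effect; nearly all actives have a fitted effect of over 45% in size; toxic huntingtin expression switched on by the ecdysone agonist tebufenozide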
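Compounds added alongside 100 nM tebufenozide, which induces toxic Q103 huntingtin exon 1-GFP in stable PC12 cells; surviving cells quantified by luminescent ATP measurement. Medium: phenol red-free DMEM, 5% equine and 5% calf serum.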
Tau FP inhib: qHTS for Inhibitors of Tau Fibril Formation, Fluorescence Polarization | Potency, µM (top dose mostly 57.7 µM), for the others: top-dose activity, negative = inhibition, hits mostly inhibitors | Microtubule-associated protein tau (Homo sapiens), P10636 | K18 P301L tau heparin fibrillization, Alexa594 FP, 6 h | hit rate 0.39% among 280,000; also: % is scaled to controls: 0 for no effect and ±100 for the full control effect; nearly all actives have a fitted effect of over 55% in size
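K18 P301L tau (15 uM unlabeled/0.24 uM Alexa 594-labeled, final) + compound + heparin 20 uM final; 100 mM NaOAc pH 7; 6 hr 37 C; ThT 30 uM final added, 1 hr RT; FP ex 555/em 632 nm.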
aGlu spleen mod: qHTS Assay for Inhibitors and Activators of Human alpha-Glucosidase From Spleen Homogenate. human spleen homogenate, 4-MU-alpha-glucoside fluorescence. hit rate 0.006% among 240,000. Potency, µM (series often up to 79.9 µM), inactives show at the highest dose activity change, negative = inhibition, hits mostly inhibitors. Lysosomal alpha-glucosidase (Homo sapiens), P10253;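 also: 0% = enzyme with vehicle and -100% = no enzyme basal signal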
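Human spleen homogenate (1 ug) incubated with compounds and 1 mM 4-methylumbelliferyl-alpha-D-glucopyranoside in pH 5.0 citrate/phosphate buffer, 37 C, 40 min. Stopped at pH 10; 4-MU fluorescence (Ex 365/Em 440 nm); AC50 by Hill fit.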
* marks the source's active call; other numbers are inactive results; ? = inconclusive; . = no result given; & = joins results of further samples; [ ] = remark or other dose. Calls follow the shape of the dose curve; as a rule, active = well fitted curve in the direction sought with a large enough effect; inconclusive = small, poorly fitted or top-dose-only effect, or another doubt; inactive = no such curve, though single readings can be large; an effect the other way counts as inactive or inconclusive. Potency is read from the fitted curve at half-maximal effect.

SMILES	GAA glycogen mod	GAA inhib	GLA spleen mod	Tau fluor cs	Tau ThT inhib	HTT cytoprotect	Tau FP inhib	aGlu spleen mod
CCOc1ccc(NC(=O)N2CCC(n3nnc4ccccc43)CC2)cc1	-7%	7%	-7%	-10%	?	34%[10 µM]	11%	-4%
CCOC(=O)c1sc2c(c1C)c(=O)c(C(=O)OCC)cn2CC	1%	6%	-15%	1%	-8%	-80%[inhibitor][10 µM]	-2%	-14%
CC1CN(C(=O)C(C)Sc2nnnn2C)CC(C)O1 (stereo not drawn)	-3%	5%	-2%	0%	-1%	16%[10 µM]	2%	-3%
CCC(c1nnnn1Cc1ccccc1)N1CCN(c2ccc(OC)cc2)CC1 (stereo not drawn)	-12%	-4%	0%	-14%	-7%	7%[10 µM]	7%	9%
COc1ccc2oc(-c3ccc(C)c(NC(=O)CSc4ccc(Cl)cc4)c3)nc2c1	10%[76.3 µM]	-1%	-3%	-13%&-7%	-3%&2%	-55%[inhibitor]	?	-3%
Cc1ccc2nc(-c3ccc(S(=O)(=O)N4CCOCC4)cc3)cn2c1	-3%	2%	6%	1%	0%	8%	3%	-10%
CCCC1(C(=O)OCC)NC(c2ccc(OC)cc2OC)C2C(=O)N(c3ccc4c(c3)OCCO4)C(=O)C21 (stereo not drawn)	1%	?	1%	1%	0%	3%[10 µM]	12%	-3%
O=C(NC1CCCCC1)C1Cc2ccccc2CN1S(=O)(=O)c1ccc(F)cc1 (stereo not drawn)	1%	-1%	-6%	-11%	0%	-14%[10 µM]	-13%	-3%
O=C(Oc1cccc2cccnc12)c1ccc(N2C(=O)C3C4CCC(C4)C3C2=O)cc1 (stereo not drawn)	8%	-2%	-4%	6%	18%	-10%[10 µM]	-1%	-1%
CCn1c(SCC(=O)NC2CCCCC2)nnc1-c1cccs1	9%	-2%	2%	0%	-4%	4%	1%	-2%
Cc1cc(Nc2ccccc2C)n2nc(Cc3ccc(Cl)cc3)nc2n1	14%[76.3 µM]	.	.	-6%	-12%	.	6%	.
Cc1nc2oc3c(NCC4CCCO4)ncnc3c2c2c1COC(C)(C)C2 (stereo not drawn)	-6%	-5%	5%	-3%	8%	-23%[0.074 µM]	-5%	0%
Cn1c(Cn2cnc3ccccc32)nnc1SCc1ccccc1	10%	-14%	-3%	1%	-3%	-8%	3%	-3%
CCCCCSc1nnc2c(n1)OC(CC)Nc1ccc(Br)cc1-2 (stereo not drawn)	-10%[76.3 µM]	.	.	-20%	?	.	0%	.
O=C(Nc1ccc2c(c1)OCCO2)C1CCN(S(=O)(=O)c2cccs2)CC1	10%	-3%	5%	-17%	-12%	-6%	5%	4%
COc1ccc(NCC(=O)Nc2ccc(Cl)cc2C)c(OC)c1	16µM*	-4%	9%	?	32µM*	-8%[0.074 µM]	-14%	9%
CCc1ccc(C(C(=O)NC2CCCC2)N(C(=O)/C=C/C(=O)Nc2cc(C)on2)c2ccccc2C)cc1 (stereo not drawn)	-14%	0%	0%	-1%	-8%	6%[10 µM]	10%	5%
CCN(CC)CCCC(C)NC(=O)c1cccc(S(=O)(=O)N2CCc3ccccc32)c1 (stereo not drawn)	5%	-1%	3%	5%	3%	-24%	7%	7%
COc1ccc2nc(NC(=O)CSc3nnc(-c4ccoc4C)n3C)sc2c1	1%	6%	-2%	-13%	?	18%[10 µM]	-3%	5%
Cc1ccc(Nc2nc3ccccc3nc2-n2nc(C)cc2C)c(Cl)c1	4%[76.3 µM]	.	.	-21%	-7%	.	-6%	.
Cc1nn(-c2ccccc2)c2sc(C(=O)Nc3ccc(Cl)cc3Cl)cc12	3%[76.3 µM]	.	.	-13%	-10%	.	?	.
COc1cccc(C(=O)c2c(C)c(CCC#N)n3ccccc23)c1	-8%	-7%	-8%	-16%	?	-21%[10 µM]	-1%	1%
CCC(C)NC(=O)N[C@@H](CCSC)C(=O)OC (stereo partly drawn)	2%	1%	-19%	-1%	-2%	7%	-4%	-15%
O=C(CCn1cccc1)NCCc1ccc(Cl)cc1	5%	-5%	11%	-15%	-14%	0%	-3%	7%
COc1ccc(C)cc1NC(=O)COC(=O)c1ccc([N+](=O)[O-])o1	5%	-1%	-7%	-12%	-14%	-26%	-4%	-13%

Five consecutive compounds from above:
SMILES	GAA glycogen mod	GAA inhib	GLA spleen mod	Tau fluor cs	Tau ThT inhib	HTT cytoprotect	Tau FP inhib	aGlu spleen mod
COc1ccc(NCC(=O)Nc2ccc(Cl)cc2C)c(OC)c1	16µM*	-4%	9%	?	32µM*	-8%[0.074 µM]	-14%	9%
CCc1ccc(C(C(=O)NC2CCCC2)N(C(=O)/C=C/C(=O)Nc2cc(C)on2)c2ccccc2C)cc1 (stereo not drawn)	-14%	0%	0%	-1%	-8%	6%[10 µM]	10%	5%
CCN(CC)CCCC(C)NC(=O)c1cccc(S(=O)(=O)N2CCc3ccccc32)c1 (stereo not drawn)	5%	-1%	3%	5%	3%	-24%	7%	7%
COc1ccc2nc(NC(=O)CSc3nnc(-c4ccoc4C)n3C)sc2c1	1%	6%	-2%	-13%	?	18%[10 µM]	-3%	5%
Cc1ccc(Nc2nc3ccccc3nc2-n2nc(C)cc2C)c(Cl)c1	4%[76.3 µM]	.	.	-21%	-7%	.	-6%	.

Further structures
SMILES	GAA glycogen mod	GAA inhib	GLA spleen mod	Tau fluor cs	Tau ThT inhib	HTT cytoprotect	Tau FP inhib	aGlu spleen mod
Cc1ccc(N2N=C(c3ccc(Br)cc3)CCC2=O)cc1	15%	?	-2%	2%	11%	-16%[10 µM]	-2%	-2%
Cc1cc(=O)n2nc(N3CCC(C(=O)NCc4ccc(F)cc4)CC3)sc2n1	-18%&-10%[76.3 µM]	.	.	-11%	?	.	0%	.
Cn1c(=O)c2c(nc(Oc3ccc4c(c3)OCO4)n2Cc2ccc(Br)cc2)n(C)c1=O	4%	.	-18%	0%	-7%	6%[10 µM]	8%	-6%
O=C(/C=C/c1ccccc1)NCCc1nc2ccccc2[nH]1	4%	8%[15.4 µM]	1%	-19%	-24%	4%[10 µM]	-9%	-2%
COc1ccc(/C=N\N=C2/SC(CC(=O)O)C(=O)N2c2ccc(O)cc2)cc1 (stereo not drawn)	-4%	-4%	1%	-6%	-7%	1%	-1%	-2%
O=C(c1cc(N2CCCCC2)nc2ccccc12)N1CCOCC1	-3%	-2%	25%	-7%	-10%	4%	-6%	2%
CCN1CCN(c2cc(C)c3cc(NC(=O)c4cc(Br)ccc4Cl)ccc3n2)CC1	7%[76.3 µM]	.	.	?	?	.	11%	.
Cc1ccc([N+](=O)[O-])cc1-c1ccc(/C=N/NC(=O)CN2CCOCC2)o1	3%	1%[15.4 µM]	-10%	-15%	?	20%[10 µM]	0%	-2%
Cc1occc1C(=O)Nc1sc2c(c1C(N)=O)CCC(C(C)(C)C)C2 (stereo not drawn)	4%	3%	-8%	?	?	-5%	-7%	-10%
Cc1cccc(N2C(=O)CC(c3ccc(F)cc3)C3=C2COC3=O)c1 (stereo not drawn)	5%	2%	3%	-5%&-10%	-2%&-3%	-27%	2%&2%	4%
COc1ccc(S(=O)(=O)N2CCN(C3CCN(Cc4ccccc4)CC3)CC2)cc1	0%	-9%	5%	1%	1%	2%	6%	1%
Cc1ccc(S(=O)(=O)N2CCN(C(=O)CSc3nc4ccccc4c(=O)[nH]3)CC2)cc1	-2%	?	12%	3%	0%	13%	8%	-4%
COC(=O)c1c(-c2cccs2)csc1NC(=O)c1ccc(C(C)(C)C)cc1	-9%[76.3 µM]	.	.	-11%	25µM*	.	22µM*	.
CCCn1c(=O)c2ccccc2n2c(SCCOc3ccccc3F)nnc12	0%	-6%	-1%	-9%	-7%	-9%[1.9 µM]	5%	-3%
CC(C)C(=O)n1nc(-c2cccnc2)nc1NCc1ccc(F)cc1	4%	1%	-5%	-25%	?	-84%[inhibitor]	-4%	1%
Cc1ccc(C2C3=C(CCCC3=O)Nc3nc(SCC(=O)NCc4ccco4)[nH]c(=O)c32)cc1 (stereo not drawn)	-3%	2%	-1%	-1%	-3%	-2%	0%	-27%
CCOC(=O)c1c(NC(=O)c2cccnc2Cl)sc(C(=O)N(C)C)c1C	8%	-1%	-2%	-2%	-4%	.	-6%	1%
CNS(=O)(=O)c1ccc(C(C)(C)C)cc1	-7%	4%	-8%	0%	3%	2%[10 µM]	-2%	-3%
Cn1c(CCc2nc3ccccc3[nH]2)nnc1SCC#N	-9%	13%	0%	-18%	-6%	?	-9%[2.34 µM]	-3%
CCCn1nc(C(=O)Nc2cccc(C(=O)OC)c2)c2ccccc2c1=O	0%	-12%	2%	-23%	-20%	4%	2%	0%
C/C(CCN1CCCCc2nc(C)c(C)cc21)=N\O[C@H](C)c1cn([C@H](CO)Cc2ccccc2)nn1	3%	-10%	21%	-18%	-17%	.	-8%	2%
Cc1cccc(-n2nnc(C(=O)N3CCc4ccccc4C3)c2N)c1	3%	3%	0%	-9%	-14%	-65%[inhibitor]	-5%	-29%
O=C(Nc1sc2c(c1C(=O)N1CCOCC1)CCCCC2)c1cccnc1	3%	?	-3%	-2%	1%	-26%	-2%	0%
Clc1ccc(CSc2nnc(-c3ccc4c(c3)OCO4)o2)cc1	4%	?	5%	-10%	?	-3%	1%	0%
N#Cc1cccc(NC(=O)CN2C(=O)NC(Cc3ccccc3)C2=O)c1 (stereo not drawn)	-2%	.	-1%	-12%	-8%	4%[10 µM]	2%	7%
CCC(C)(C)NC(=O)CN(Cc1cccs1)C(=O)CCC(=O)Nc1nccs1	1%	-9%	-5%	0%	-3%	-10%	1%	-2%
